GSK3 alpha inh = human GSK-3 alpha kinase inhibition; 320,000 compounds, 0.1% hits; ADP-Glo luminescence, 60 min; inhibition, % at 10 µM; P49840;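 in the data active = inhibition above about 50%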;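 also: GST-tagged GSK-3 alpha with peptide substrate and 25 µM ATP; 0% = DMSO neutral wells and 100% = GW8510 positive control wells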
Target sequence (P49840 whole entry, looked up): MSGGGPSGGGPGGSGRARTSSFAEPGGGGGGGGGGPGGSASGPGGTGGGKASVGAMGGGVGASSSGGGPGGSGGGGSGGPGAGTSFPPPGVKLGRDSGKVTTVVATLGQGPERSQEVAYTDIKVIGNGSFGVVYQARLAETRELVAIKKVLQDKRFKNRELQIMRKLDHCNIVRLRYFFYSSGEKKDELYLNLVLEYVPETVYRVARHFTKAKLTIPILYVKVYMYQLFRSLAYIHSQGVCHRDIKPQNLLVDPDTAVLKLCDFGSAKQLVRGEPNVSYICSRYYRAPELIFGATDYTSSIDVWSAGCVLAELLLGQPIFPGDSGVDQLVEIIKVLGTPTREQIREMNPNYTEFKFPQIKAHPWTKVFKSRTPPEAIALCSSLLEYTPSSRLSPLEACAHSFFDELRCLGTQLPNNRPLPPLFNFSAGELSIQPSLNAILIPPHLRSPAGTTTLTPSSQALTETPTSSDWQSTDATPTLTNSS
DYRK1A inh = inhibitors of rat Dyrk1A kinase; Q63470; ADP-Glo luminescence, NFATc1 peptide; inhibition, % at 12.5 µM; 310,000 compounds, 0.43% hits; in the data active = inhibition above about 50%;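 also: plate controls were vehicle with enzyme for no effect and no enzyme for full effect; many of its hits are not listed in these tables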
* = called active by the depositor. Some of the compounds tested; the hit share may differ from the screen's.

For COc1ccc(NS(=O)(=O)c2cc(NC(=O)c3cncc(Br)c3)ccc2OC)cc1 the results were GSK3 alpha inh -3 and DYRK1A inh 1.
For O=C(CCNS(=O)(=O)c1ccc(Br)cc1)NNC(=O)C1COc2ccccc2O1 (stereo not given) the results were GSK3 alpha inh 0 and DYRK1A inh 1.
Screening CN(Cc1nc2ccccc2c(=O)[nH]1)C(=O)COc1ccccc1Cc1ccccc1 returned GSK3 alpha inh 0 and DYRK1A inh -7.
`CC(=O)N1CCN(C(=O)c2cccc(S(=O)(=O)N3c4ccccc4CC3C)c2)CC1` (stereo not given) gave GSK3 alpha inh -1 and DYRK1A inh -1.
`O=C(NCc1cccc(OC(F)(F)F)c1)c1cccc2c1C(=O)c1ccc(-c3ccc(F)cc3OCc3ccccc3)cc1S2(=O)=O` gave GSK3 alpha inh -3 and DYRK1A inh 4.
`O=C(COC(=O)/C=C/c1cccc(F)c1)NC1CCCCCC1` gave GSK3 alpha inh -4 and DYRK1A inh -1.
Screening CC(C)[C@H](NS(=O)(=O)c1ccccc1)C(=O)OCC(=O)NC1CCCCC1 returned GSK3 alpha inh -1 and DYRK1A inh 0.
`CN(CC(=O)NCCc1ccc(S(N)(=O)=O)cc1)CC(=O)Nc1ccccc1Cl` gave GSK3 alpha inh 0 and DYRK1A inh -1.
Screening CC1CCN(C(=O)c2ccc(CNS(=O)(=O)c3ccc(C(C)(C)C)cc3)cc2)CC1 returned GSK3 alpha inh 1 and DYRK1A inh -2.
For O=C(Nc1ccc2c(c1)OCCO2)c1cnn(-c2ccccc2)n1 the results were GSK3 alpha inh -5 and DYRK1A inh 10.
COC(=O)[C@H](CCSC)NC(=O)Cn1ccc(NC(=O)OCc2ccccc2)nc1=O was read as GSK3 alpha inh -6 and DYRK1A inh -7.
COc1ccc([C@H]2CC(=O)C=C(c3ccc(C)c([N+](=O)[O-])c3)C2)cc1 was read as GSK3 alpha inh 2 and DYRK1A inh -7.
`COc1cc(C(=O)NCCC2=CCCCC2)ccc1OCc1c(C)noc1C` gave GSK3 alpha inh 0 and DYRK1A inh 0.
`CC(C(=O)O)C(=O)O` gave GSK3 alpha inh 5 and DYRK1A inh 3.
Screening CCOc1ccc(S(=O)(=O)NN=C(C)c2cccnc2)cc1 returned GSK3 alpha inh 3 and DYRK1A inh 1.
`CN(Cc1ccccc1)C(=O)c1ccc(NC(=O)Cc2cccc(NC(=O)C3CCCN(C(=O)C4CCCCC4)C3)c2)cc1` (stereo not given) gave GSK3 alpha inh -1 and DYRK1A inh 1.
For CCCn1c(SCC(=O)Nc2cccc(F)c2)nc(O)cc1=O the results were GSK3 alpha inh -5 and DYRK1A inh -1.
Screening O=C(NCc1ccco1)c1ccccc1SCC(=O)N1CCCC1 returned GSK3 alpha inh -1 and DYRK1A inh 4.
Screening Cc1cc(NC(=O)CSc2nnc(-c3ccccc3C)n2C)no1 returned GSK3 alpha inh 1 and DYRK1A inh -2.
For COC(=O)c1c(-c2ccc(SC)cc2)sc2ccccc12 the results were GSK3 alpha inh -4 and DYRK1A inh 13.
For C#CCOCCOCCOCCNc1nc(N2CCN(C(=O)[C@H](CCCCN)n3cc(CN)nn3)CC2)nc(N2CCN(C(=O)[C@H](CCC(=O)O)n3cc([C@@H](N)CCCCN)nn3)CC2)n1 the results were GSK3 alpha inh 8 and DYRK1A inh 4.
Screening CCN(C(=O)CSc1n[nH]c(N)n1)c1cccc2ccccc12 returned GSK3 alpha inh 1 and DYRK1A inh 1.
CC1CC(=O)Nc2ccccc2N1C(=O)CSc1ccc2ccccc2n1 (stereo not given) was read as GSK3 alpha inh -1 and DYRK1A inh 2.
Screening CCCc1cc(=O)[nH]c(SCC(=O)c2cc(C)n(CC3CCCO3)c2C)n1 (stereo not given) returned GSK3 alpha inh -2 and DYRK1A inh -1.
Screening O=C1C=C(c2ccc(F)c(Cl)c2)C[C@@H](c2ccc(F)cc2)C1 returned GSK3 alpha inh 3 and DYRK1A inh 0.
`COc1cccc(Nc2nc(Nc3ccc(Cl)c(C(=O)O)c3)nc(C)c2[N+](=O)[O-])c1` gave GSK3 alpha inh -36 and DYRK1A inh 2.
For Cc1cc(C)c(CN2CCN(C(=O)Cn3ccc(N)nc3=O)CC2)c(C)c1 the results were GSK3 alpha inh -1 and DYRK1A inh 50*.
`Cc1ccc(NC(=O)c2c(F)cccc2Cl)cc1S(=O)(=O)N1CCOCC1` gave GSK3 alpha inh -3 and DYRK1A inh -1.
Screening CC(C)C[C@H](NC(=O)c1[nH]cnc1C(=O)N[C@@H](C)C(=O)OCc1ccccc1)C(=O)OCc1ccccc1 returned GSK3 alpha inh -2 and DYRK1A inh -9.
`COc1cc(CC(=O)OCC(=O)NC(C)c2ccccc2)cc(OC)c1OC` (stereo not given) gave GSK3 alpha inh 1 and DYRK1A inh -3.
NC(=O)c1cc([N+](=O)[O-])c(Cl)cc1NCc1cccnc1 was read as GSK3 alpha inh 31 and DYRK1A inh 9.
For Cc1ccc(NC(=O)c2nc[nH]c2C(=O)NCc2ccccc2)cc1 the results were GSK3 alpha inh 1 and DYRK1A inh 0.
Screening Cc1ccc(-c2noc(Cn3cc(S(=O)(=O)N4CCCC4)ccc3=O)n2)cc1 returned GSK3 alpha inh -2 and DYRK1A inh 2.
`Cc1cc(NC(=O)CSc2n[nH]c(-c3ccccc3Br)n2)no1` gave GSK3 alpha inh 1 and DYRK1A inh 0.
For CC(C)(C)OC(=O)N1CCN(C(=O)c2[nH]cnc2C(=O)NCc2ccccc2)CC1 the results were GSK3 alpha inh -1 and DYRK1A inh -2.
For CC(NC(=O)CNC(=O)c1cccs1)c1cccc(C(F)(F)F)c1 (stereo not given) the results were GSK3 alpha inh 0 and DYRK1A inh -4.
For Cc1nnc(-c2ccc(N3CCOCC3)c([N+](=O)[O-])c2)o1 the results were GSK3 alpha inh 13 and DYRK1A inh 9.
For CN(CC(=O)Nc1ccc(Cl)c(C(F)(F)F)c1)C(=O)C1CC(=O)N(C2CCCC2)C1 (stereo not given) the results were GSK3 alpha inh -1 and DYRK1A inh 1.
`O=C(Cn1c(=O)cnc2ccccc21)Nc1cccc(S(=O)(=O)N2CCOCC2)c1` gave GSK3 alpha inh -2 and DYRK1A inh -2.
O=C(OCn1nnc2ccccc2c1=O)c1cccc(S(=O)(=O)N2CCOCC2)c1 was read as GSK3 alpha inh -1 and DYRK1A inh -1.
`COc1ccc(CCN2CC(C(=O)Nc3nnc(Cc4ccccc4)s3)CC2=O)cc1OC` (stereo not given) gave GSK3 alpha inh -1 and DYRK1A inh -4.
O=C(COC(=O)CC1CCCC1)Nc1ccccc1[N+](=O)[O-] was read as GSK3 alpha inh -1 and DYRK1A inh 4.
`Cc1ccc(NC(=O)CN2C(=O)NC3(CCCCCC3)C2=O)cc1Cl` gave GSK3 alpha inh 1 and DYRK1A inh 0.
`COc1ccc(C)cc1NC(=O)c1ccc2c(c1)C(=O)N(Cc1ccncc1)C2=O` gave GSK3 alpha inh 1 and DYRK1A inh -2.
Cc1noc(C)c1C(=O)Nc1nc(-c2ccc(F)cc2)cs1 was read as GSK3 alpha inh 5 and DYRK1A inh 2.
For O=C(CN1C(=O)C2CC=CCC2C1=O)Nc1nc(-c2ccc(F)cc2)cs1 (stereo not given) the results were GSK3 alpha inh -1 and DYRK1A inh 2.
COc1ccc(C(=O)Nc2cc(Cl)ccc2-n2cncn2)c(OC)c1OC was read as GSK3 alpha inh 1 and DYRK1A inh 1.
CC1CCCCN1C(=O)c1ccc(C(=O)c2ccccc2)cc1 (stereo not given) was read as GSK3 alpha inh -4 and DYRK1A inh -3.
Screening CC[C@]12C(=O)N(C)C[C@H]([C@@H]3C(=O)N(C)C(=O)[C@@H]31)N2C(=O)c1ccc(C(F)(F)F)cc1 returned GSK3 alpha inh -1 and DYRK1A inh -1.
For COc1ccc(C2(C)ON(c3ccccc3C(F)(F)F)C2=O)cc1 (stereo not given) the results were GSK3 alpha inh -1 and DYRK1A inh -15.
CCc1cc(C(=O)N(CC)CC(=O)Nc2ccc(OC)cc2)sc1C was read as GSK3 alpha inh -2 and DYRK1A inh -5.
CC(N=C1NS(=O)(=O)c2ccccc21)C(=O)NCc1ccc(F)cc1 (stereo not given) was read as GSK3 alpha inh 2 and DYRK1A inh 1.
`NS(=O)(=O)c1ccc(N2CCN(S(=O)(=O)Cc3ccccc3)CC2)nc1` gave GSK3 alpha inh -2 and DYRK1A inh -6.
CN(C)S(=O)(=O)c1ccc(N2CCOCC2)c(C(=O)NCc2ccc3c(c2)OCO3)c1 was read as GSK3 alpha inh -2 and DYRK1A inh 8.
COc1cccc(-c2ccc3ncnc(NCc4cccc(C)c4)c3c2)c1 was read as GSK3 alpha inh -2 and DYRK1A inh -2.
Screening CC(OC(=O)C(C)Oc1ccccc1)C(=O)Nc1ccc(S(=O)(=O)N2CCCCC2)cc1 (stereo not given) returned GSK3 alpha inh 0 and DYRK1A inh -4.
Screening O=C(OCCN1C(=O)c2ccccc2C1=O)[C@@H]1CC(O)CN1S(=O)(=O)c1ccccc1[N+](=O)[O-] (stereo not given in full) returned GSK3 alpha inh -6 and DYRK1A inh 5.
`Cc1csc(=O)n1CC(=O)OCC(=O)Nc1ccccc1C(C)C` gave GSK3 alpha inh -5 and DYRK1A inh 5.
CCC(CC)NC(=O)c1cc(S(=O)(=O)N2CCCCC2)ccc1N1CCOCC1 was read as GSK3 alpha inh -3 and DYRK1A inh 2.
COc1ccc(C2(c3ccc(OC)cc3)NC(=O)N(CC(=O)NC3(C#N)CCCC3)C2=O)cc1 was read as GSK3 alpha inh 0 and DYRK1A inh 7.

Of the compounds above, 2 contain a tert-butyl group.
Screening CC1CCN(C(=O)c2ccc(CNS(=O)(=O)c3ccc(C(C)(C)C)cc3)cc2)CC1 returned GSK3 alpha inh 1 and DYRK1A inh -2.
For CC(C)(C)OC(=O)N1CCN(C(=O)c2[nH]cnc2C(=O)NCc2ccccc2)CC1 the results were GSK3 alpha inh -1 and DYRK1A inh -2.

(cont.)
CCOc1ncccc1C(=O)OCC(=O)NCc1ccc(C(=O)OC)cc1 was read as GSK3 alpha inh 2 and DYRK1A inh -2.
`COc1ccc(OC)c(NC(=O)COC(=O)CC2CCCCC2)c1` gave GSK3 alpha inh 0 and DYRK1A inh 3.
Screening CCCN(CC(=O)Nc1ccccc1OC)C(=O)c1ccc2c(c1)NC(=O)C(C)S2 (stereo not given) returned GSK3 alpha inh -2 and DYRK1A inh 3.
For COc1ccc(NC(=O)c2cc(-c3ccccn3)nc3ccccc23)cc1S(=O)(=O)N(C)C the results were GSK3 alpha inh 0 and DYRK1A inh 5.
O=C(COC(=O)C1=COCCO1)Nc1cc(Cl)c(Cl)cc1Cl was read as GSK3 alpha inh -1 and DYRK1A inh 9.
Screening CC(OC(=O)CNC(=O)C1CCCCC1)C(=O)NCc1ccccc1 (stereo not given) returned GSK3 alpha inh 3 and DYRK1A inh 0.
`C#CCOCCOCCOCCNc1nc(N2CCN(C(=O)CCCCCCCCCCNC(=O)[C@H](CCCCN)n3cc(CCO)nn3)CC2)nc(N2CCN(C(=O)CCCCCCCCCCNC(=O)[C@H](CCCCN)n3cc(CCCC(=O)O)nn3)CC2)n1` gave GSK3 alpha inh 15 and DYRK1A inh 10.
`COc1ccc(CC(=O)OCC(=O)N2CCN(S(=O)(=O)c3ccc(C)cc3C)CC2)cc1` gave GSK3 alpha inh 1 and DYRK1A inh 0.
Screening CC(=O)Nc1ccc(NC(=O)C(C)OC(=O)C2CCCCC2)cc1 (stereo not given) returned GSK3 alpha inh 0 and DYRK1A inh -2.
For C[C@H](NS(=O)(=O)c1c(Cl)cccc1Cl)C(=O)NNC(=O)COc1ccccc1F the results were GSK3 alpha inh -1 and DYRK1A inh -4.
COc1cc(OC)cc(C(=O)NNC(=O)CNC(=O)c2cccs2)c1 was read as GSK3 alpha inh -2 and DYRK1A inh 3.
CN(Cc1ccccc1)C(=O)c1[nH]cnc1C(=O)NCc1ccccc1 was read as GSK3 alpha inh -3 and DYRK1A inh -8.
`Oc1cc(NCc2ccc(Cl)cc2)cc2cccnc12` gave GSK3 alpha inh -2 and DYRK1A inh 0.
`COC(=O)c1cccc(NC(=O)CCc2c(C)noc2C)c1` gave GSK3 alpha inh 1 and DYRK1A inh -1.
`O=C(COC(=O)CCSc1ccccc1)Nc1ccccc1` gave GSK3 alpha inh -2 and DYRK1A inh -5.
`O=C1CCN(Cc2ccccc2)S(=O)(=O)c2ccc(F)cc21` gave GSK3 alpha inh -2 and DYRK1A inh 2.
For O=C(CC1CCCC1)NNC(=O)c1ccc(Br)cc1 the results were GSK3 alpha inh -3 and DYRK1A inh 1.
For C#CCOCCOCCOCCNc1nc(N2CCOCC2)nc(N2CCN(C(=O)CCCCCCCCCCNC(=O)[C@@H](CCSC)n3cc(CCO)nn3)CC2)n1 the results were GSK3 alpha inh -4 and DYRK1A inh 5.
Screening O=C(Nc1ccc(C(=O)N2CCCC(CO)C2)cc1)c1ccc(Br)o1 (stereo not given) returned GSK3 alpha inh -1 and DYRK1A inh -2.
For COc1ccccc1C(=O)NCC(=O)NNC(=O)c1cccs1 the results were GSK3 alpha inh -2 and DYRK1A inh 2.
For CC1(c2ccc(Cl)cc2)NC(=O)N(CC(=O)N2CCc3ccccc3C2)C1=O (stereo not given) the results were GSK3 alpha inh 5 and DYRK1A inh 4.

Fetched by structure from the list above:
For C#CCOCCOCCOCCNc1nc(N2CCOCC2)nc(N2CCN(C(=O)CCCCCCCCCCNC(=O)[C@@H](CCSC)n3cc(CCO)nn3)CC2)n1 the results were GSK3 alpha inh -4 and DYRK1A inh 5.
`C#CCOCCOCCOCCNc1nc(N2CCN(C(=O)CCCCCCCCCCNC(=O)[C@H](CCCCN)n3cc(CCO)nn3)CC2)nc(N2CCN(C(=O)CCCCCCCCCCNC(=O)[C@H](CCCCN)n3cc(CCCC(=O)O)nn3)CC2)n1` gave GSK3 alpha inh 15 and DYRK1A inh 10.
`O=C1CCN(Cc2ccccc2)S(=O)(=O)c2ccc(F)cc21` gave GSK3 alpha inh -2 and DYRK1A inh 2.
Screening CCCN(CC(=O)Nc1ccccc1OC)C(=O)c1ccc2c(c1)NC(=O)C(C)S2 (stereo not given) returned GSK3 alpha inh -2 and DYRK1A inh 3.
`Oc1cc(NCc2ccc(Cl)cc2)cc2cccnc12` gave GSK3 alpha inh -2 and DYRK1A inh 0.

Source: PubChem BioAssay (Broad Institute)
